PAX8 inh HTS – inhibitors of PAX8-driven TPO luciferase reporter, primary screen, RMG-I cells, single concentration | inhibition, % at 12.6 µM | 360,000 tested, 1.2% active | AID 652154, 2013 | SteadyGlo, 24 h;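 active = mean replicate inhibition at least 60% with every replicate also reaching 60%; inconclusive = only one of the two criteria is met; inactive = mean below 60% and not all replicates reaching 60%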;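 also: luciferase light reporting Pax8 driven TPO promoter activity; plate controls were median of neutral control wells for no effect and mitoxantrone controls for full effect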
INS-1E GSIS act – GLuc luminescence reporter in INS-1E cells, primary screen for activators of glucose-dependent secretion of insulin | activation, % at 16.6 µM | INS-1E GLuc reporter insulin secretion, 2-3 h | 370,000 tested, 0.61% active;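 active = lowest replicate activation of at least 40%, so every replicate reaches that level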;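 also: 0% = median of neutral control wells and 100% = median of IBMX positive control wells; some compounds called inactive have numbers as strong as hits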
DENV2 CPE rescue – inhibitors of DENV2 cytopathic effect, primary screen, cell-based, plate reader, single concentration | DENV2-infected cells, cytopathic effect rescue | CPE inhibition, % at 9.99 µM | 350,000 tested, 1.7% active; in the data active = CPE inhibition above about 20%, passing the limit was not always enough; inconclusive = no clear call, values can overlap the other calls; tested in BHK-21 cells;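 also: 0% = median of neutral control wells and 100% = median of positive control wells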
miR122 inh – miR-122 Renilla sensor signal increase in Huh7, primary screen, miR-122 inhibitor project, cell-based, single point, plate reader; Huh7 miR-122 Renilla luciferase sensor, 48 h; neutral wells = 0, positive control = 100; activation (reporter increase), % at 12.5 µM; 340,000 tested, 0.3% active; AID 602342, 2012;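 active = mean replicate activation score at least 90 and every replicate individually at or above 90; inconclusive = only one of the two criteria met; inactive = neither criterion met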;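 also: higher luciferase means less miR-122 activity so hits act as miR-122 inhibitors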
EWS-Fli inh – EWS/Fli-driven NR0B1 reporter inhibitors, primary screen, A673 cells, NR0B1 luciferase, luminescence, MLPCN library; inhibition, % at 12.6 µM; AID 651661, 2012; viability-normalised; 350,000 tested, 0.67% active;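 active = mean inhibition of at least 50% after viability correction, with every replicate also passing that limit; inconclusive = mean reaches 50% but only one of two replicates passes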;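 also: firefly luciferase signal divided by Alamar Blue viability fluorescence both relative to DMSO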
CFTR F508del cor – F508del CFTR correction, initial screen, CFBE line, single point | CFBE cells, YFP halide quenching; stimulated with forskolin plus potentiator P3; % fluorescence drop versus neutral controls | activity (quench increase), % at 7.58 µM | 350,000 tested, 0.36% active;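 active = mean added fluorescence quench of at least 8% versus neutral control, with both replicates also reaching 8%; inconclusive = only one of the mean or replicate conditions met; inactive = mean below 8% and not both replicates reaching 8%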;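 also: cells transiently co-express mutant CFTR-F508del with the halide-sensitive YFP; corrector assay measuring rescue of mutant channel to the surface after 24 h compound exposure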
FN deposit inh – inhibitors of fibronectin matrix deposition, primary screen, AH1F cells, Alexa488-fibronectin fluorescence, plate reader | AID 743247, 2014 | inhibition, % at 12.6 µM | 350,000 tested, 0.086% active | AH1F fibroblasts, overnight;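 active = mean inhibition across replicates of 30% or more, regardless of how many single replicates reach that level; inconclusive = mean under 30% yet at least half of replicates reach 30%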;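 also: positive control wells lacked labelled fibronectin entirely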
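Assay system: AH1F fibroblasts / Quantity: 10000 cells per well / Medium: DMEM plus 2% serum, read in PBS / Reagent: labelled fibronectin 24 nM / Dosing: single dose, pinned / Times: 1 h cell attachment, overnight exposure to compound and label / Signal: fluorescence, ex 485 nm, em 525 nm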
The depositor's hits bear a star; ? = inconclusive; · = no result given; & = joins results of further samples; [ ] = dose if it differs, or a comment.

SMILES	PAX8 inh HTS	INS-1E GSIS act	DENV2 CPE rescue	miR122 inh	EWS-Fli inh	CFTR F508del cor	FN deposit inh
Cn1nnnc1SCC(=O)NCc1cc([N+](=O)[O-])ccc1O	-5.0	-0.1	5.2	·	-10.5	1.3	6.6
COc1ccc(-c2oc3ccccc3c2C#CC(C)(C)O)cc1	-31.3	·	-12.5	-8.9	-30.2	-0.2	-2.0
C[C@H](CO)N1C[C@H](C)[C@@H](CN(C)C(=O)Nc2ccc(C(F)(F)F)cc2)Oc2ccc(NC(=O)c3ccncc3)cc2CC1=O	10.4	-11.2	-1.2	6.8[16.7 µM]	2.4	2.3	·
Cc1ccc(N2CC(C(=O)Nc3cc(C(F)(F)F)ccc3N3CCCC3)CC2=O)cc1 (stereo not drawn)	-3.2	-12.2	?	·	8.5	0.8	0.5
C[C@@H]1CN([C@H](C)CO)C(=O)c2cc(NS(=O)(=O)c3cn(C)cn3)ccc2O[C@H]1CN(C)C(=O)Nc1ccccc1	-0.8	6.1&-2.9	12.9&10.8	1.2[16.7 µM]	-1.0&1.7	-0.8&-1.6	4.9&-3.1
O=S1OC(c2ccccc2)c2cc(Cl)ccc21 (stereo not drawn)	-7.4	-34.8	2.1	5.4	-11.2	-0.8	2.3
COCCN1Cc2cccc(C(=O)N3CCN(c4cc(C)ccc4C)CC3)c2C1=O	4.2	·	-9.1	0.0	3.0	1.2	-2.5
O=C(C1CCC1)N1C[C@@H]2[C@H](c3ccccc31)[C@@H](CO)N2C(=O)Nc1cccc(F)c1	-6.2	0.3	-3.8	-10.0[16.7 µM]	1.9	-2.4	-0.1
COc1ccc(N2CCN(S(=O)(=O)c3ccc(Cl)s3)CC2)cc1	-0.7	3.4	-0.6	·	3.2	0.6	3.0
CSc1cccc(NC(=S)N(CCCN2CCCC(C)C2)Cc2cccs2)c1 (stereo not drawn)	-4.3	-2.7	·	·	4.0	1.5	-0.7
COc1cccc(C(=O)N/N=C(/c2ccccc2)c2ccccn2)c1	65.1*	·	·	6.6	·	·	2.7
COc1ccc(-c2coc3cc4oc(=O)c5ccccc5c4cc23)cc1F	3.5	11.6	·	·	·	·	-4.4
COc1ccc(/C=C2\CCC(C3CCCC3)C2=O)cc1OC (stereo not drawn)	-11.6	4.4	5.8	·	-118.7	-1.0	-4.7
CCOc1ccc(/C=N/NC(=O)NC23CC4CC(CC(C4)C2)C3)cc1O	3.0	-16.2	2.1	·	0.0	0.1	-7.0
CC(C)Cc1nnc(NC(=O)CC(C)c2ccccc2)s1 (stereo not drawn)	-14.1	-3.2	-1.5	-4.1	0.5	1.1	0.9
COc1ccc(NS(=O)(=O)c2ccc(N3CCCC3)c(NC(=S)Nc3cccc(C)c3C)c2)cc1	-14.8	-11.4	·	21.4	·	·	·
CCOC(=O)c1cc2c(nc1NC(=S)Nc1ccccc1)CC(C)(CC)OC2 (stereo not drawn)	-13.7	-0.5	8.5	4.1	2.1	-1.4	6.9
CCCCNC(=O)CC1N=C2c3ccccc3N=C(SCC(=O)Nc3ccc(OC)cc3)N2C1=O (stereo not drawn)	14.4	·	·	3.2	·	·	3.0
O=C(CCc1ccccc1)NCc1ccncc1	22.2	-7.8	0.1	·	-7.1	0.0	0.0
Cc1nn(S(=O)(=O)c2cccs2)c(C)c1Sc1ccc([N+](=O)[O-])cc1	17.8	3.8	·	0.4	·	·	2.9
O=C1CN(C(=O)c2ccc(Br)o2)C(c2ccccc2)c2cc(Br)ccc2N1 (stereo not drawn)	28.8	·	11.1	-2.2	24.6	0.0	-4.9
CCOC(=O)COc1cccc2c(=O)n(CC(=O)NCc3ccccc3)ccc12	14.1	14.3	-3.9	27.9	0.1	2.6	0.8
Cc1ccccc1S(=O)(=O)N1C[C@H](O)COC[C@@H]2O[C@H](CC(=O)N3CCC(Cc4ccccc4)CC3)CC[C@H]21	2.5	-42.5	10.4	-7.6[16.7 µM]	9.1	-0.1	-3.6
CO[C@H]1CN(C)C(=O)c2cc(NC(=O)Nc3cccc(Cl)c3)ccc2OC[C@@H](C)N(C)C[C@@H]1C	·	-13.2	-3.0	5.2[16.7 µM]	-12.3	-2.8	10.2
O=C(CCl)Nc1ccccc1C(=O)c1ccccc1	5.7	32.1	·	·	5.1	1.2	-5.9

Random excerpt: 5 compounds from above.
SMILES	PAX8 inh HTS	INS-1E GSIS act	DENV2 CPE rescue	miR122 inh	EWS-Fli inh	CFTR F508del cor	FN deposit inh
O=C(CCl)Nc1ccccc1C(=O)c1ccccc1	5.7	32.1	·	·	5.1	1.2	-5.9
Cc1ccc(N2CC(C(=O)Nc3cc(C(F)(F)F)ccc3N3CCCC3)CC2=O)cc1 (stereo not drawn)	-3.2	-12.2	?	·	8.5	0.8	0.5
O=C1CN(C(=O)c2ccc(Br)o2)C(c2ccccc2)c2cc(Br)ccc2N1 (stereo not drawn)	28.8	·	11.1	-2.2	24.6	0.0	-4.9
CO[C@H]1CN(C)C(=O)c2cc(NC(=O)Nc3cccc(Cl)c3)ccc2OC[C@@H](C)N(C)C[C@@H]1C	·	-13.2	-3.0	5.2[16.7 µM]	-12.3	-2.8	10.2
CCOC(=O)COc1cccc2c(=O)n(CC(=O)NCc3ccccc3)ccc12	14.1	14.3	-3.9	27.9	0.1	2.6	0.8

The results go on:
SMILES	PAX8 inh HTS	INS-1E GSIS act	DENV2 CPE rescue	miR122 inh	EWS-Fli inh	CFTR F508del cor	FN deposit inh
C[C@H]1CN([C@@H](C)CO)C(=O)c2cc(NS(=O)(=O)c3ccc(F)cc3)ccc2O[C@@H]1CN(C)C(=O)Nc1ccc2c(c1)OCO2	·	8.8	11.7	0.0[16.7 µM]	-18.3	0.4	0.6
CO[C@H]1CN(C)C(=O)c2cc(NC(=O)NC(C)C)ccc2OC[C@@H](C)N(C(=O)C2CCC2)C[C@H]1C	-6.2	10.7	6.5	·	3.1	1.1	·
O=C(C[C@@H]1CC[C@@H]2[C@H](COC[C@H](O)CN2C(=O)c2ccc(F)cc2)O1)NCCCN1CCOCC1	3.8	7.2	8.7	4.7[16.7 µM]	0.2	-4.1	4.1
CC(NC(=O)COC(=O)c1ccc(S(=O)(=O)N2CCOCC2)cc1)c1ccccc1 (stereo not drawn)	4.7	13.2	-4.6	·	-3.7	1.7	-0.2
O=C(COC(=O)CCc1nc2ccccc2c(=O)[nH]1)Nc1ccccc1OC(F)F	0.2	2.5	7.8	14.1	-2.7	0.7	4.0
Cc1cccc(OCC(=O)NCC(=O)N/N=C/c2cc(Br)cc(Br)c2O)c1	-19.8	-7.3	-0.9	-2.9	23.8	-1.7	-6.4
COCC(=O)N(C)C[C@@H]1Oc2ncc(C3=CCCCC3)cc2C(=O)N([C@@H](C)CO)C[C@H]1C	·	8.1	2.5	-5.2[16.7 µM]	-10.6	-2.5	·
C/C=C/c1ccc(C2[C@H]3CNC[C@@H]2N3Cc2cc(F)ccc2F)cc1 (stereo partly drawn)	·	9.0&-1.2	-7.8	·	·	3.1	-2.2&2.8
CSc1nsc(SCC(=O)Nc2nc3ccc(C)cc3s2)n1	-15.4	1.6	-1.0	·	-18.5	-4.3	1.4
COc1ccc2c(c1)nc(SCC(=O)c1cccs1)n2C	·	-6.7	·	·	-31.6	0.9	·
COc1cccc(C(=O)NCC(=O)N/N=C/c2cccs2)c1	-8.5	·	-1.9	·	-7.2	·	3.5
CCOC(=O)N1CCN(C(=O)C(NC(=O)c2ccc(C(C)(C)C)cc2)C(C)C)CC1 (stereo not drawn)	5.8	-35.6	8.2	-9.7	5.9	1.2	-0.6
NC(=O)NCCCC(=O)O	·	·	-4.9	-4.2	-2.3	0.6	·
Cn1cccc1-c1cc(C(=O)N/N=C/c2ccccc2Cl)[nH]n1	-188.0	-6.9	0.7	0.1	·	0.8	8.7
COc1ccc(NC(=O)c2ccc(NC(=O)CSc3nc(N)cc(=O)[nH]3)cc2)cc1	-17.3	15.9	13.5	·	-3.0	1.4	0.1
COc1cccc(CCC(=O)N(C)C2CCCN(Cc3ccccc3F)C2)c1 (stereo not drawn)	9.1	-13.8	-6.5	·	8.8	-1.6	-0.8
C[C@H](CO)N1C[C@H](C)[C@@H](CN(C)S(=O)(=O)c2ccc(F)cc2)Oc2ccc(NC(=O)Nc3ccccc3)cc2C1=O	10.1	-26.9&-26.6	-8.5&-12.8	-0.6[16.7 µM]	-3.1&-3.2	1.9&-1.8	-5.4&4.4
Cc1cccc(NC(=S)NCc2ccc3[nH]c4c(c3c2)CCCC4)c1	5.4	·	-6.5	7.1	-19.7	-2.4	3.5
C1CCc2nc3c(nc2C1)CCCC3	·	0.9	16.9	-11.0	-3.6	0.9	·
Cc1cc(C)nc(NS(=O)(=O)c2ccc(NC(=O)C(C)Oc3ccccc3F)cc2)n1 (stereo not drawn)	9.1	5.7	-3.6	6.5	11.2	-0.2	-7.7
CNC(=O)C12CC3CC(C1)CC(c1ccc(C)cc1)(C3)C2	9.4	-5.4	-2.6	-0.5	2.9	1.2	-1.7
CCC(=O)N[C@@H]1CC[C@H](CC(=O)NCc2cc(F)cc(F)c2)O[C@@H]1CO	-0.4	8.5	2.9	2.6[16.7 µM]	2.3	-1.4	2.0
COc1ccc(NC(=O)Nc2ccc3c(c2)C(=O)N([C@H](C)CO)C[C@H](C)[C@@H](CN(C)C(=O)Cc2ccccc2)OCCCC[C@@H](C)O3)cc1	-0.8	-6.4	68.4*	0.1[16.7 µM]	-0.6	0.7	·
Fc1ccc2cnc(-c3ccccc3)c(-c3cc(C(F)(F)F)cc(C(F)(F)F)c3)c2c1	4.7	-4.7	3.3	-3.2	-1.7	1.6	-2.8
CCOc1ccc(C(=O)O/N=C(\N)c2ccccn2)cc1OCC	-138.6	87.4*	-3.0	·	·	-0.2	·
(further entries)
SMILES	PAX8 inh HTS	INS-1E GSIS act	DENV2 CPE rescue	miR122 inh	EWS-Fli inh	CFTR F508del cor	FN deposit inh
Cc1ccc(S(=O)(=O)N(CC(=O)c2ccccc2)C(=O)N2CCN(C)CC2)cc1	-10.4	-0.8	1.9	-3.1	-3.3	-2.7	0.1
CC(C)[C@H](NC(=O)c1ccco1)C(=O)N1CCC[C@H]1C(=O)NCc1ccccc1	-13.4	-6.8	3.7	·	-10.5	0.7	-5.2
CCOC(=O)[C@H]1[C@H]2COc3ccc(Cl)cc3[C@@H]2N2C(=O)CN(Cc3ccc(OC)cc3)C(=O)[C@@]12C	9.6	-9.7	0.1	6.5	9.4	-1.2	16.2
CCC(=O)N1CC2(C1)[C@@H](c1ccc(-c3ccccc3C)cc1)[C@@H](CO)N2C(C)=O	·	-1.5	-5.7	·	-8.9	-5.3	2.4
Cc1ccccc1S(=O)(=O)Cc1ccc(C(=O)NCCN(CC(C)C)CC(C)C)o1	-7.6	-4.7	11.9	-4.5	6.9	-2.5	-7.5
O=C(COC(=O)/C=C/c1ccc(Cl)cc1Cl)NCC1CCCO1 (stereo not drawn)	-11.7	8.9	-7.2	0.8	7.1	1.0	8.4
CCOc1ccc(-n2c(C)c(C(C)=O)c3cc(OC(C)=O)ccc32)cc1	-15.3	19.0	0.2	-1.1	-3.9	-0.2	8.0
Oc1cccnc1CN1CCCCC1	-5.4	13.1	6.6	-1.8	1.4	2.3	-0.3
CCn1cc(C(=O)NCCCN2CCCC(C)C2)c(=O)c2cc(S(=O)(=O)N(C)C3CCCCC3)ccc21 (stereo not drawn)	-5.4	-29.9	2.1	13.9	12.6	0.4	-3.9

Screening data deposited in PubChem by Broad Institute.
